KCNQ2 block – KCNQ2 channel blockers in CHO-K1 cells – cell-based, FluxOR thallium flux, B-score, primary screen (AID 2156); O88943; 20 min; active compounds read low; B-score at 10 µM; 310,000 compounds, 1.1% hits;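 active = fluorescence ratio B-score at most minus 3 library SDs, with starting brightness B-score within 2 library SDs, cut at about -5.5 in these data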
Target sequence (O88943 whole entry, looked up): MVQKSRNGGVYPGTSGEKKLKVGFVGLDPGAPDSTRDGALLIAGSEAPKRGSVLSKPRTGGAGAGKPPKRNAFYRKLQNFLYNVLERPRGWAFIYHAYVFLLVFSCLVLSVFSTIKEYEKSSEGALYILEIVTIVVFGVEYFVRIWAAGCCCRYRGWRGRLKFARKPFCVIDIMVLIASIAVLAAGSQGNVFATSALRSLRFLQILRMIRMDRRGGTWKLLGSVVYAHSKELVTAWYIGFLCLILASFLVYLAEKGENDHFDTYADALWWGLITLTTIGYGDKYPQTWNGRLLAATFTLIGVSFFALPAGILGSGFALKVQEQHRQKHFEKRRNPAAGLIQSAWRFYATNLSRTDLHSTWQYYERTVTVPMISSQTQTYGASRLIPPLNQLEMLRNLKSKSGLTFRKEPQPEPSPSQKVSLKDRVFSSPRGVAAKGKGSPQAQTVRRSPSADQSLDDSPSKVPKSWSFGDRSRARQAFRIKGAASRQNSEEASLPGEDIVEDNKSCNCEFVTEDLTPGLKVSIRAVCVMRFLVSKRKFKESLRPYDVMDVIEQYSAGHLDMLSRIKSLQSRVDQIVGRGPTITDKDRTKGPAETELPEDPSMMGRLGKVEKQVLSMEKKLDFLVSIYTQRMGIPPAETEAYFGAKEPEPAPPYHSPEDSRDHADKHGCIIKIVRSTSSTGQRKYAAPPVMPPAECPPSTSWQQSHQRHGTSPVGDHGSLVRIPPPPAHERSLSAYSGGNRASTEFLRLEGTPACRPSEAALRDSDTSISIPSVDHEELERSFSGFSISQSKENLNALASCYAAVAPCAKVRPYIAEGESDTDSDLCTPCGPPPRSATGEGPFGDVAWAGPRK
Kir21 inh – Kir2.1 (mouse) channel inhibition | HEK293-Kir2.1, FluxOR thallium flux fluorescence; active compounds read low | B-score at 10 µM | 310,000 compounds, 0.85% hits | AID 1672;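 active = fluorescence ratio B-score at or below minus 3 SD of library scores, with starting-brightness B-score within 2 SD, cut at about -4.2 in these data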;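 note: channel flux triggered by added potassium and thallium sulfate stimulus; B-score of peak minus minimum fluorescence over baseline after thallium stimulus; more negative B-score means stronger Kir2.1 block with less thallium influx; some compounds called inactive have numbers as strong as hits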
* marks the source's active call; other numbers are inactive results; i = inactive.

KCNQ2 block	Kir21 inh	compound
i	-0.87	COc1ccc(-n2nnnc2SCC(=O)N2CCCC2)cc1OC
-6.6*	1.1	CC1=CC(C)(C)n2c(O)c(N=N)c3c(C)c(C)cc1c32
i	0.73	Cc1ccc(-n2c(N)c(C(N)=O)sc2=S)cc1
i	0.34	CCC(=O)Nc1ccc(C(=O)Nc2cccnc2)cc1
i	0.77	CC(Sc1nc2ccc(Br)cc2[nH]1)C(=O)O (stereo unspecified)
i	1.8	CCN(CC)S(=O)(=O)c1ccc(N2CCOCC2)c(NC(=O)c2cc(-c3ccccn3)nc3ccccc23)c1
i	0.13	O=C(O)c1ccccc1NCc1cccs1
i	0.71	CCCC(=O)NC(c1ccc(OC)cc1)c1ccc2cccnc2c1O (stereo unspecified)
i	1.2	Cc1ccc(NS(=O)(=O)c2cccc(C(=O)N3CCOCC3)c2)cc1
i	-1	O=C(NCc1nc2ccccc2[nH]1)C1=C[C@@H](C2CCCCC2)C[C@@H](OCCCCO)O1
i	1.3	COc1cccc(NC(=O)C2CCCN(S(C)(=O)=O)C2)c1 (stereo unspecified)
i	-1.2	CCOc1ccc(NC(=O)CSc2cn[nH]n2)cc1
i	2.5	COc1cc(-c2noc(C)c2C(=O)NCCO)cc(OC)c1OC
i	0.94	Cc1ccccc1Nc1ccc([N+](=O)[O-])cn1
i	0.07	Cc1ccc(S(=O)(=O)N2CCN(S(=O)(=O)N3CCCCC3)CC2)cc1C
i	-0.74	COCCNC(=O)C(=O)c1c(-c2ccccc2)[nH]c2ccccc12
i	-0.5	COC(=O)c1ccc(C23CC4(C2)[C@H](CN(Cc2ccc(-c5ccccc5)cc2)[C@@H]4c2ccccc2)C3c2ccc(Cl)nc2)cc1 (stereo partly specified)
i	-1.2	O=C(NCCSCc1ccc(Cl)cc1Cl)c1ccc(CN2CCOCC2)cc1
i	-1.7	O=C(O)c1cc(-c2cccs2)[nH]n1
i	1.8	Cc1nc(C(F)(F)F)nc(Nc2ccc(Br)cc2)c1C#N
i	-0.42	COc1ccc(C(=O)/C=C/Nc2c(C)n(C)n(-c3ccccc3)c2=O)c(OC)c1
i	3	CCc1ccc(-c2nc(CN3CCCC(C(=O)NCCc4ccc(OC)c(OC)c4)C3)c(C)o2)cc1 (stereo unspecified)
i	0.06	Cc1nc(SCc2cccc(C(=O)O)c2)nc2c1CCCC2
i	1.5	CCOC(=O)N1CCN(C(=O)Cn2c(C)cc3ccccc3c2=O)CC1
i	0.74	COCCn1c(C)cc(C2=NNC(=NC3CC3)SC2)c1C
i	-1.1	CCOc1ccc(-c2nc(CSc3nnc(N)s3)cs2)cc1
i	-1.5	COC(=O)CN1C(=O)C(C)(C)Oc2ccc(C(=O)Nc3ccccc3F)cc21
i	0.02	O=[N+]([O-])c1ccc(N2CCN(CCO)CC2)c2ncccc12
i	0.18	O=S(=O)(Nc1cccc(-c2cn3c(n2)SCC3)c1)c1ccccc1F
i	-0.36	O=C(CSCc1ccco1)c1ccc(Cl)s1
i	1.9	Cc1oc(-c2ccccc2F)nc1CS(=O)(=O)CC(=O)NCc1ccccc1Cl
i	-0.43	O=C1C2C3C=CC(C2C(=O)N1CCCO)C1C2C(=O)N(CCCO)C(=O)C2C31 (stereo unspecified)
i	0.34	O=C(O)c1ccccc1N1C(=O)C2C3c4ccccc4C(Br)(c4ccccc43)C2C1=O (stereo unspecified)
i	1.2	Cc1nc2ccccn2c1C(=O)N/N=C/c1ccccc1
i	0.97	CC(C)c1ccccc1NC(=O)c1ccco1
i	2	O=C1CCC(C(=O)Nc2ccccc2N2CCCC2)=NN1
i	1.3	COC(=O)c1cc(C(=O)OC)n(Cc2ccc(Cl)cc2Cl)n1
i	1.5	Cc1ccccc1OCC1Cn2c(nc3c2c(=O)[nH]c(=O)n3C)O1 (stereo unspecified)
i	-1.6	Cc1cc(NC(=O)Cc2ccccc2)c2ccccc2n1
i	-3.8	CC(=O)N1CC(C)Sc2ccc(S(=O)(=O)NCc3ccc(F)cc3)cc21 (stereo unspecified)
i	-1.8	CCOC(=O)C1=C(N)c2ccccc2CC1C1CCCC1 (stereo unspecified)
i	0	COC(=O)c1cccc(Nc2ncnc3sccc23)c1
i	-0.33	CCn1c(SCC(=O)NCc2ccco2)nnc1-c1ccncc1
i	1.1	O/N=C(/CCc1ccccc1)C1(O)CCCCC1
i	0.29	COc1ccccc1CNc1ncnc2c1cnn2-c1ccccc1
i	-5.7*	O=C(CCl)N(Cc1cccc([N+](=O)[O-])c1)c1cccc(Cl)c1
i	1.9	CC(/C=C/c1ccccc1)=N\NC(=O)CNC(=O)c1ccccc1Cl
i	0.02	CC1S/C(=N/N=C/c2ccco2)N(Cc2ccccc2)C1=O (stereo unspecified)

Of the compounds above, 3 have a nitro group on carbon.
KCNQ2 block	Kir21 inh	compound
i	0.94	Cc1ccccc1Nc1ccc([N+](=O)[O-])cn1
i	0.02	O=[N+]([O-])c1ccc(N2CCN(CCO)CC2)c2ncccc12
i	-5.7*	O=C(CCl)N(Cc1cccc([N+](=O)[O-])c1)c1cccc(Cl)c1

(further entries)
KCNQ2 block	Kir21 inh	compound
i	-0.52	CC1CCN(CC(=O)N2CCCc3c2c(=O)oc2ccc(OCc4ccccc4)cc32)CC1
i	0.77	CCOC(=O)C1CCCN(S(=O)(=O)c2cc(OCC(=O)NC3CCCCC3)c(C)cc2Cl)C1 (stereo unspecified)
i	-0.06	Cc1ccc(-c2nc3ccccc3c(=O)n2O)cc1
i	0.06	O=C(NCc1ccccn1)c1ccc(NC(=O)c2ccco2)cc1
i	-2.1	COc1ccc(NC(=O)C(=O)c2cn(CC(=O)N3CCOCC3)c3ccccc23)cc1OC
i	2	CCCn1c(C)cc(/C=C(\C#N)C(=O)OCC(=O)Nc2ccc(OC)c(Cl)c2)c1C
i	-1.3	CCC(=O)Nc1nc(C)c(C(=O)NC2CCCCC2)s1
i	-6.9*	CN(C)CCn1c(=N)n(CC(O)c2ccc(Cl)c(Cl)c2)c2ccccc21 (stereo unspecified)
i	-0.45	O=C(Nc1ccc(OC(F)F)cc1)c1cc(S(=O)(=O)N2CCOCC2)ccc1F
i	0.41	CN(Cc1ccccc1)C(=S)Nc1ccc(OC(F)F)cc1
i	0.64	COc1ccc(OC)c(NC(=O)CCn2cccc2)c1
i	-0.32	O=C(CN1CCCCC1)Nc1cc(Cl)ccc1Cl
i	-0.62	CC1CN(C(=O)CCC(=O)NCCCc2ccccc2)c2ccccc2O1 (stereo unspecified)
i	-1.5	CSc1nnc2n(C)c3c(c(=O)n12)C1(CCCC1)Cc1ccccc1-3
i	2	COC(=O)Cn1cnc2c(cnn2-c2ccc(C)cc2)c1=O
i	-0.93	CCOC(=O)Cc1nc2ccccc2o1
i	0.04	CCOC(=O)CNC(=O)c1sc(NC(=O)/C=C/c2ccccc2)nc1C
i	-1.2	CCOc1ccccc1NC(=O)COn1nnc2ccccc21
i	-0.23	CCOC(=O)C1=C(C)N[C@@]2(O)c3ccccc3C(=O)[C@@]12O
i	1.1	COc1ccc(OC(=O)CN2C(=O)C3C4CCC(C4)C3C2=O)cc1 (stereo unspecified)
i	1.1	CCOc1ccccc1NC(=O)C1C2C=CC(C2)C1C(=O)O (stereo unspecified)
i	0.95	CC1(C)Cc2nc(-c3ccccc3)nc(SCC(O)CO)c2CO1 (stereo unspecified)
i	-0.23	CCCOc1ccc(NC(=O)C2CC(=O)N(C(C)C)C2)cc1 (stereo unspecified)
i	-0.32	O=C(Nc1ccc(C(=O)NC2CCCCC2)cc1)c1cccnc1

Entries listed so far marked active in KCNQ2 block.
KCNQ2 block	Kir21 inh	compound
-6.6*	1.1	CC1=CC(C)(C)n2c(O)c(N=N)c3c(C)c(C)cc1c32

Continued:
KCNQ2 block	Kir21 inh	compound
i	-0.85	Cc1ccc(NC(=O)NC2CCCCCCC2)cc1
i	0.53	CN(C(=O)c1ccccc1C(=O)c1ccccc1)C1CCS(=O)(=O)C1 (stereo unspecified)
i	0.97	CC(=O)c1cc(C#N)c(N2CCCCC2)nc1C
i	0.04	COCCNC(=O)C(C)Oc1ccc(Cl)cc1Cl (stereo unspecified)
i	0.25	O=C(c1ccccc1)N1CCN(C2CCCCCC2)CC1
i	1.8	CC1(c2ccc(Cl)cc2)NC(=O)N(CN2CCOCC2)C1=O (stereo unspecified)
i	0.65	COc1ccc(C/C(C)=N/NC(=O)c2cccnc2)cc1
i	-0.24	CCCC(=O)n1nc(-c2cccnc2)nc1NCc1ccccc1
i	0.45	Fc1ccccc1COc1ccc(C(=S)N2CCCC2)cc1
i	0.19	Cc1ccc(Cn2c(SC3CCOC3=O)nc3ccccc3c2=O)cc1 (stereo unspecified)
i	-0.05	Cc1ccccc1CSc1nc2n(n1)C(c1cccs1)C1=C(CCCC1=O)N2 (stereo unspecified)
i	1.3	CC(C(=O)NCc1ccccn1)c1ccc([N+](=O)[O-])cc1 (stereo unspecified)
i	0.13	COc1ccc(C2=NOC(C(=O)NC(C)C)C2)cc1 (stereo unspecified)
i	-0.16	COC(=O)c1ccccc1C(=O)N(Cc1cccnc1)CC1CCCN(C2CCCCC2)C1 (stereo unspecified)
i	1	O=C(COC(=O)/C=C/c1ccc2c(c1)OCO2)Nc1ccc(S(=O)(=O)N2CCCC2)cc1
i	-1.2	C/C(CCc1ccco1)=N\NC(=O)CNc1c(Br)cc(Br)cc1Br
i	-0.1	CCC(C)Sc1nc(C)nc2c1c(=O)n(C)c(=O)n2C (stereo unspecified)
i	-0.67	COc1ccc(-n2c(SCC(=O)N3CCOCC3)nc(O)cc2=O)cc1
i	0.02	Cc1onc(-c2c(Cl)cccc2Cl)c1C(=O)N1C=CC(C(F)(F)F)=NCC1
i	1.3	CSc1nsc2nc(=O)c(/C=C3\C=Nc4ccccc43)c(N)n12
i	1.7	Cc1cc(N2CCN(c3ccccc3)CC2)n2c(n1)nc1ccccc12
i	-0.23	CCOC(=O)N1CCN(C(=O)c2ccc3nc4ccc(Cl)cc4c(=O)n3c2)CC1
i	-0.27	COc1ccc(NC(=O)c2ccc(CNc3c(N4CCCC4)c(=O)c3=O)cc2)cc1Cl
i	-0.9	COc1ccc(-c2nnc(SCC(=O)Nc3sc4c(c3C#N)CCCC4)n2-c2ccccc2)cc1

The list goes on; the last 2 above are carried over.
KCNQ2 block	Kir21 inh	compound
i	-0.27	COc1ccc(NC(=O)c2ccc(CNc3c(N4CCCC4)c(=O)c3=O)cc2)cc1Cl
i	-0.9	COc1ccc(-c2nnc(SCC(=O)Nc3sc4c(c3C#N)CCCC4)n2-c2ccccc2)cc1
i	-1.3	COc1cc(C2C(C#N)=C(N)Oc3n[nH]c(C)c32)ccc1OC(=O)c1ccccc1 (stereo unspecified)
i	-0.75	Cc1ccc(-c2cc(NC(=O)c3ccccc3)on2)cc1
i	0.27	COc1ccc(C)cc1NC(=O)CSc1nnnn1Cc1ccccc1
i	2.4	Cc1sc2ccccc2[n+]1CC(=O)O
i	-0.62	COc1ccc(-c2ccc(=O)n(Cc3c(F)cccc3Cl)n2)cc1
i	-1.6	O=C(CN1C(=O)/C(=C/c2cccc(Br)c2)SC1=S)NCCCN1CCOCC1
i	-0.92	C=CCn1c(SCc2cc(=O)n3ccsc3n2)nc2scc(C3CC3)c2c1=O
i	-2.5	Cc1ccc(CC2CC(=O)N(c3ccncc3)C2=O)cc1 (stereo unspecified)
i	-0.64	Cc1ccc(-c2noc(C3CCCN(C(=O)c4ccc(Cl)cc4)C3)n2)o1 (stereo unspecified)
i	-0.62	O=C(c1sc2ccccc2c1Cl)N1CCN(c2ccccc2F)CC1
i	-0.38	Cc1ccnc(Nc2nc3ccccc3s2)n1
i	-0.09	CCN(CC)c1ncnc2c1[nH]c1ccccc12
i	-0.07	Cc1cc(S(=O)(=O)NCC(C)C)ccc1OCC(=O)NCc1ccco1
i	-1.5	COc1ccc(NS(=O)(=O)c2ccc3nc(COc4ccc(Cl)c(C)c4)[nH]c3c2)cc1
i	0.59	Cc1[nH]nc(-c2ccc(O)cc2O)c1-c1nc2ccccc2s1
i	-0.78	O=C(OCc1c(Cl)nc2sccn12)c1cc2c(s1)CCCC2
i	0.69	Cn1c(=O)cc(OCC(=O)NCCc2ccc(Cl)cc2)c2ccccc21
i	-0.7	CC(=O)Oc1ccccc1C(=O)Nc1ccccc1
i	-0.01	CC(=O)Nc1ccc(NC(=O)CSc2ccc([N+](=O)[O-])cn2)cc1
i	-0.52	CCOc1cc(/C=N/OC(C)=O)ccc1OCc1ccccc1
i	-0.01	Cc1cc(C)nc(N2CCCC(C(=O)Nc3cc(F)ccc3C)C2)n1 (stereo unspecified)
i	-0.01	CCCn1c(=S)[nH]c2cc(C(=O)N(CCO)Cc3ccccc3)ccc2c1=O
i	-0.55	COC(=O)c1sc(N2CCN(Cc3ccccc3)CC2)nc1N
i	1.4	Cc1cccc(-c2cnn(-c3ccccc3)c2N)c1
i	0	O=C(NCCN1CCOCC1)C1CC(=O)N(c2ccc(Cl)cc2)C1 (stereo unspecified)

Shown in markdown: entries from further up.
| smiles | KCNQ2 block | Kir21 inh |
| --- | --- | --- |
| CCOC(=O)C1=C(C)N[C@@]2(O)c3ccccc3C(=O)[C@@]12O | i | -0.23 |
| COc1ccc(OC(=O)CN2C(=O)C3C4CCC(C4)C3C2=O)cc1 (stereo unspecified) | i | 1.1 |
| CCOc1ccccc1NC(=O)C1C2C=CC(C2)C1C(=O)O (stereo unspecified) | i | 1.1 |
| CC1(C)Cc2nc(-c3ccccc3)nc(SCC(O)CO)c2CO1 (stereo unspecified) | i | 0.95 |
| CCCOc1ccc(NC(=O)C2CC(=O)N(C(C)C)C2)cc1 (stereo unspecified) | i | -0.23 |
| O=C(Nc1ccc(C(=O)NC2CCCCC2)cc1)c1cccnc1 | i | -0.32 |
